From PubChem
CaV13 ICDI inh: Disruptors of the CACNA1D IQ motif to Ca2+-dependent inactivation inhibitor domain association, primary screening, Förster resonance energy transfer in intact living …; HEK cells, CFP/YFP FRET ICDI-IQ, plate reader, 10 min; percent FRET-ratio fall versus neutral wells; inhibition, % at 12.3 µM; 340,000 tested, 0.098% active; AID 743397;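 active means mean replicate inhibition of at least 30% and at least 1% of replicates passing that level; inconclusive means only one of the two criteria is met; inactive means neither criterion is met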;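 further: 0% = median of the neutral control wells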
Granule exo inh: blocks lytic granule exocytosis; TALL-104 LAMP-1 surface exposure, flow cytometry; cells stimulated with thapsigargin and PMA; inhibition, % at 10 µM; 360,000 tested, 0.66% active; AID 651702;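 active means inhibition above about 55%, limit read from the data; inconclusive means no clear call, values can overlap the other calls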
Vif inh: blocks HIV Vif function; HEK293T cells, Vif self-association by quenched fluorescence, imaging, 24 h; inhibition, % at 7.49 µM; 340,000 tested, 0.35% active; in the data active means inhibition above about 50%, passing the limit was not always enough; inconclusive means no clear call, values can overlap the other calls; inactive means below about 31%; further: some results filed as inactive read as strong as hits
PDI turbidity: PDI (human) enzyme inhibition; P07237; PDI insulin aggregation turbidity, A650, 90 min; inhibition, % at 10 µM; 350,000 tested, 0.052% active; AID 588391;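 active means mean inhibition across replicates of 30% or more, whatever share of single replicates reach that level; inconclusive means mean inhibition below 30% while every single replicate reaches 30%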;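 further: absorbance from insulin aggregation driven by PDI reduction with DTT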
Target sequence (P07237 whole entry, looked up): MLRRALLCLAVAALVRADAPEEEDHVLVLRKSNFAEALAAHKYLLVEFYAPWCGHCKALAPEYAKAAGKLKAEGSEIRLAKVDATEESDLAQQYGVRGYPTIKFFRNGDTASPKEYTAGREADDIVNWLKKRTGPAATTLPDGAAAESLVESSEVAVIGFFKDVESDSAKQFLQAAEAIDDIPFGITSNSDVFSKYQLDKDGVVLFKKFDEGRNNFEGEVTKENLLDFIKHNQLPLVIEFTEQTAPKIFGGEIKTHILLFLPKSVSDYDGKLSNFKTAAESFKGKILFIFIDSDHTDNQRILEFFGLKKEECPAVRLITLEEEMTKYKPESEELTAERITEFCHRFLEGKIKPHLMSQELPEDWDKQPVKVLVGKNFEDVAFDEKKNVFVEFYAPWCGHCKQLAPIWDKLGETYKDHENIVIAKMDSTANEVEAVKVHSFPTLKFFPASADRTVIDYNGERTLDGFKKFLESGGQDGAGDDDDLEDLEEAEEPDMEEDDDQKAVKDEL
TRPM1 prom inh: inhibitors of MITF-driven TRPM1 promoter in melanoma cells; 330,000 tested, 0.83% active; AID 488899; inhibition, % at 12.5 µM; SK-MEL-5 TRPM1 promoter luciferase, 24 h;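 active means mean inhibition across replicates of 60% or more, whatever share of single replicates reaches that level; inconclusive means some that reach 60%, reason not given; inactive means mean inhibition across replicates below 60%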; further: values of inactives mirror those of a sister screen read the other way
Peg3 prom inh: reduces Peg3 promoter-driven luciferase expression in HeLa | inhibition, % at 20 µM | 360,000 tested, 1.7% active | AID 588405 | HeLa PEG-Prom luciferase reporter, luminescence, overnight;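 active means inhibition of at least 50% at 20 µM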
NR2E3 ag-1: agonists of human nuclear receptor NR2E3 | 320,000 tested, 0.12% active | AID 2300 | GST-NR2E3/biotin-RetCOR TR-FRET, 1536-well | inhibition of corepressor binding, % at 4.78 µM;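 active means percent inhibition above the cutoff of mean plus 3 SD of all tested compounds, set per screening campaign, cut at about 20% in these data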;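 further: 0% = DMSO wells and 100% = biotin wells as full block of FRET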
Target sequence (Q9Y5X4 whole entry, looked up): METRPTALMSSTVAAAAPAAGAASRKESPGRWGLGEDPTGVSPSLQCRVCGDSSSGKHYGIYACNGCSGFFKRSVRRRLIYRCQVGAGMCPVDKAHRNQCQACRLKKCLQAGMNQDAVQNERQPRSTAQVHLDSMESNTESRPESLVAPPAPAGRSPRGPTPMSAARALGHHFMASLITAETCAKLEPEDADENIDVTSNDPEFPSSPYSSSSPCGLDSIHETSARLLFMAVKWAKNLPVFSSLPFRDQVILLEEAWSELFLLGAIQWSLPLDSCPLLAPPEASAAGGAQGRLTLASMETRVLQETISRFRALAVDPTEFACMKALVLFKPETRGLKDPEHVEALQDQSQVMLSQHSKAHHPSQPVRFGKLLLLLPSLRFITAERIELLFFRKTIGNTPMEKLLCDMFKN
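Material: NR2E3–RetCOR corepressor complex / Amount: 1.35 nM GST-NR2E3 / Medium: Tris pH 7.5 / Compound: single nominal compound dose of 4.8 µM / Incubation: 5 h at 4 °C / Technique: TR-FRET, Eu(K)-anti-GST donor, streptavidin-D2 acceptor, ex 340, em 617/671 nm / Read-out basis: percent loss of FRET ratio relative to control wells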
aDG glyco act: increases alpha dystroglycan glycosylation. activation, % at 10 µM. Pro5-aDG cells, alpha-DG glycosylation AlphaScreen (IIH6); 0% Pro5, 100% B10-LARGE cell signal. 360,000 tested, 0.22% active;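 active means activation of at least 8% versus controls, or a plate z-score of at least 8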;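 further: Pro5 are CHO cells carrying HIG-tagged alpha-DG that lacks glycosylation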
NR2E3 ag-2: human photoreceptor-specific nuclear receptor agonism; 360,000 tested, 0.35% active; Q9Y5X4; AID 602229; inhibition of corepressor binding, % at 3.98 µM; CHO-S Gal4-NCOR/VP16-NR2E3 two-hybrid, luciferase;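 active means inhibition above the mean of all tested compounds plus 3 SD, cut at about 70% in these data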;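 further: 0% = DMSO with NR2E3 transfected cells and 100% = cells lacking NR2E3 construct; higher means lower luciferase signal from less NR2E3 corepressor binding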
HIF-2a inh: inhibitors of HIF-2a | 360,000 tested, 0.72% active | 786-0 RCC cells HIF-2a reporter, luciferase luminescence, overnight | inhibition, % at 18.8 µM | AID 624352;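 active means inhibition of the luminescence signal of 40% or more relative to plate controls, in a single-dose primary screen at 18.75 µM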
iPSC survival up: hiPSC single-cell survival enhancement. ATPlite luminescence; 100% = ROCK inhibitor wells, 0% = DMSO. survival enhancement, % at 20 µM. 360,000 tested, 0.044% active. AID 602274; in the data active means survival enhancement above about 18%;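 further: cells exposed to compounds for 16 hours before the ATP read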
Starred values were filed as active, the others as inactive; ? = inconclusive; · = not tested or not shown.

SMILES	CaV13 ICDI inh	Granule exo inh	Vif inh	PDI turbidity	TRPM1 prom inh	Peg3 prom inh	NR2E3 ag-1	aDG glyco act	NR2E3 ag-2	HIF-2a inh	iPSC survival up
O=C(C1CCN(S(=O)(=O)c2ccccc2)CC1)N1CCCCCC1	·	-3	-11	7	-3	13	·	0.0	-13	4	-0.3
Cc1ccc(S(C)(=O)=NC(=O)NC(=O)c2c(Cl)cccc2Cl)cc1 (stereo unspecified)	-4	-11	3	1	-3	11	0	0.0	-7	9	-0.2
CCCCN(CC)C(=O)Cn1c(=O)sc2ccccc21	-8	-2	1	0	4	-5	2	-0.2	24	12	5.7
COc1cccc(CNc2ncnc3cc(Cl)ccc23)c1	-2	-2	-10	-3	26	1	·	4.9	54	14	0.0
CCOC(=O)C1=C(N)Oc2ccc3ccccc3c2C1c1cccnc1 (stereo unspecified)	·	1	·	-5	9	40	-2	0.3	30	35	0.4
CCC(C)Nc1c([N+](=O)[O-])cc(C)cc1[N+](=O)[O-] (stereo unspecified)	-6	0	-1	-13	-5	18	0	-0.1	-1	17	1.6
O=c1c2c3c(sc2nc2n1CCCC2)CCCC3	-7	-8	-6	4	1	-149	0	-0.2	-43	-104	0.9
CN(C)c1ccc(/C=N/NC(=O)Cn2nnc3ccccc32)cc1	-6	-9	-2	9	-2	-55	0	-0.1	-9	-61	1.9
CCc1ccc(Oc2coc3cc(OC(=O)c4cc5ccccc5oc4=O)ccc3c2=O)cc1	-7	-3	3	0	-25	-79	1	-0.2	-51	-70	-0.6
CC(=O)NC(CCS(C)(=O)=O)C(=O)Nc1ccc(F)cc1Cl (stereo unspecified)	-2	2	-2	6	-3	23	2	0.1	6	10	3.4
CC1Cc2ccccc2N1C(=O)CSc1nnc(Cn2nnc3ccccc32)n1C (stereo unspecified)	-10	2	-1	3	6	11	-1	-0.2	-18	1	-1.8
Cc1ccc(C(C)C)c(OCc2nnc(SCC(=O)Nc3ncc(C)s3)n2C)c1	-3	0	·	-1	10	32	1	0.7	4	12	1.9
CC1=C(C(N)=O)C(c2ccccn2)n2nc(SCc3ccccc3)nc2N1 (stereo unspecified)	-5	-1	6	-5	1	20	-4	0.1	-9	-2	-1.2
COc1ccc(N2CCN(C(=O)c3cc(=O)c4cc(C)ccc4o3)CC2)cc1	-19	-10	6	-20	3	8	-1	-0.1	0	15	-0.4
CN1CCN(C(=O)c2cc(C(C)(C)C)cc(C(C)(C)C)c2)CC1	-2	-5	-4	4	-11	5	3	-0.1	-5	12	-0.7
CCOC(=O)C1CCN(c2c(C(=O)c3ccccc3)cnc3ccc(CC)cc23)CC1	-4	13	2	·	·	10	1	0.3	-22	9	1.2
Cc1cc(C)cc(Oc2nc3c(C)cccn3c(=O)c2/C=C(\C#N)C(=O)NC2CCS(=O)(=O)C2)c1 (stereo unspecified)	-4	12	-6	9	26	62*	-1	0.7	12	31	0.0
CCOc1ccccc1C(=O)Nc1nncs1	-10	11	·	-3	-18	2	7	0.1	-15	-6	-1.4
COc1cccc(CN2CCC2(C)C(=O)Nc2ccc3c(c2)OCO3)c1F (stereo unspecified)	-5	-6	-6	2	·	-10	·	0.1	0	-23	2.4
N/C(=N\OC(=O)CN1C(=O)c2ccccc2C1=O)c1ccc(Cl)cc1	-5	-3	2	-10	-2	-19	1	0.0	6	-28	-0.8
O=C(CSc1nc2ccccc2s1)Nn1cnnc1	·	0	14	-4	3	6	2	-0.2	8	10	3.4
Cc1[nH]n(-c2ccccc2)c(=O)c1C(c1cccc([N+](=O)[O-])c1O)c1c(C)[nH]n(-c2ccccc2)c1=O	-5	3	0	8	18	8	10	-0.3	-15	0	1.4
O=C(COc1cccc2cccnc12)N/N=C/c1ccc(O)cc1	-6	2	-1	11	15	-3	-1	-0.3	0	0	-0.4
COc1ccc(-c2cc(NC=O)c3ncc(-c4ccc(OC)c(OC)c4)n3c2)cc1OC	-22	8	1	-14	·	58*	·	0.3	22	20	-0.9

Two compounds picked at random from the list so far, as already listed:
SMILES	CaV13 ICDI inh	Granule exo inh	Vif inh	PDI turbidity	TRPM1 prom inh	Peg3 prom inh	NR2E3 ag-1	aDG glyco act	NR2E3 ag-2	HIF-2a inh	iPSC survival up
CCCCN(CC)C(=O)Cn1c(=O)sc2ccccc21	-8	-2	1	0	4	-5	2	-0.2	24	12	5.7
COc1cccc(CNc2ncnc3cc(Cl)ccc23)c1	-2	-2	-10	-3	26	1	·	4.9	54	14	0.0

Remaining list, next part.
SMILES	CaV13 ICDI inh	Granule exo inh	Vif inh	PDI turbidity	TRPM1 prom inh	Peg3 prom inh	NR2E3 ag-1	aDG glyco act	NR2E3 ag-2	HIF-2a inh	iPSC survival up
CCn1c(SCC(=O)NC(C)(C)C)nnc1-c1ccoc1C	-4	-3	5	4	-7	4	2	-0.2	-8	3	-1.0
CCc1ccc(CNC(=O)CCc2nnc(Cc3cccc(C(F)(F)F)c3)o2)nc1	3	-3	-2	-3	2	18	1	0.1	20	22	-0.4
Cc1cc(-n2c(C)cc(C(=O)COc3cc(F)ccc3[N+](=O)[O-])c2C)no1	-2	0	8	8	·	-30	5	1.9	-9	8	0.0
CCCN1CCc2c(sc(NC(=O)c3ccc(S(=O)(=O)N4CCCC4)cc3)c2C(N)=O)C1	·	4	·	2	14	9	1	6.3	20	21	-0.2
CC(C)c1ccc(C(=O)Nc2ccc(N3CCOCC3)cc2)cc1	-5	1	-7	14	-14	-29	-2	0.6	-10	-36	0.2
O=C(NNc1ccc([N+](=O)[O-])cc1)Nc1ccccc1	-12	8	24	4	9	5	1	0.0	-4	5	-0.3
Cn1cc(S(=O)(=O)N2CCOCC2)cc1C(=O)NCCc1ccccc1	·	0	-1	·	-8	8	1	0.4	-12	-14	-0.5
CC(=O)NC(CC(=O)Nc1ccc(S(=O)(=O)N2CCCCC2)cc1)c1ccccc1 (stereo unspecified)	2	1	1	8	2	-2	-4	0.2	-23	7	1.1
Cc1cc(SCC(=O)NCCN2C(=O)CSC2=O)nc2c(C)cccc12	-7	-3	-5	-19	17	8	3	0.1	21	16	2.0
COc1ccc(CN(C)C(=O)c2ccc(NC(=O)CC3SC(N4CCCC4)=NC3=O)cc2)c(OC)c1 (stereo unspecified)	-6	2	-5	2	-1	4	2	0.0	-14	7	-0.2
CC(=O)N1CCc2cc(S(=O)(=O)CCC(=O)NCc3ccco3)ccc21	-5	-12	8	-3	7	-6	-7	-0.1	-13	7	-0.7
COc1ccccc1Cc1nc2ccccc2n1S(=O)(=O)c1ccc(Cl)cc1	-5	6	1	6	-18	-3	4	-0.1	6	-5	4.6

Twelve consecutive records out of the list so far, quoted:
SMILES	CaV13 ICDI inh	Granule exo inh	Vif inh	PDI turbidity	TRPM1 prom inh	Peg3 prom inh	NR2E3 ag-1	aDG glyco act	NR2E3 ag-2	HIF-2a inh	iPSC survival up
COc1ccc(-c2cc(NC=O)c3ncc(-c4ccc(OC)c(OC)c4)n3c2)cc1OC	-22	8	1	-14	·	58*	·	0.3	22	20	-0.9
CCn1c(SCC(=O)NC(C)(C)C)nnc1-c1ccoc1C	-4	-3	5	4	-7	4	2	-0.2	-8	3	-1.0
CCc1ccc(CNC(=O)CCc2nnc(Cc3cccc(C(F)(F)F)c3)o2)nc1	3	-3	-2	-3	2	18	1	0.1	20	22	-0.4
Cc1cc(-n2c(C)cc(C(=O)COc3cc(F)ccc3[N+](=O)[O-])c2C)no1	-2	0	8	8	·	-30	5	1.9	-9	8	0.0
CCCN1CCc2c(sc(NC(=O)c3ccc(S(=O)(=O)N4CCCC4)cc3)c2C(N)=O)C1	·	4	·	2	14	9	1	6.3	20	21	-0.2
CC(C)c1ccc(C(=O)Nc2ccc(N3CCOCC3)cc2)cc1	-5	1	-7	14	-14	-29	-2	0.6	-10	-36	0.2
O=C(NNc1ccc([N+](=O)[O-])cc1)Nc1ccccc1	-12	8	24	4	9	5	1	0.0	-4	5	-0.3
Cn1cc(S(=O)(=O)N2CCOCC2)cc1C(=O)NCCc1ccccc1	·	0	-1	·	-8	8	1	0.4	-12	-14	-0.5
CC(=O)NC(CC(=O)Nc1ccc(S(=O)(=O)N2CCCCC2)cc1)c1ccccc1 (stereo unspecified)	2	1	1	8	2	-2	-4	0.2	-23	7	1.1
Cc1cc(SCC(=O)NCCN2C(=O)CSC2=O)nc2c(C)cccc12	-7	-3	-5	-19	17	8	3	0.1	21	16	2.0
COc1ccc(CN(C)C(=O)c2ccc(NC(=O)CC3SC(N4CCCC4)=NC3=O)cc2)c(OC)c1 (stereo unspecified)	-6	2	-5	2	-1	4	2	0.0	-14	7	-0.2
CC(=O)N1CCc2cc(S(=O)(=O)CCC(=O)NCc3ccco3)ccc21	-5	-12	8	-3	7	-6	-7	-0.1	-13	7	-0.7

The listing continues:
SMILES	CaV13 ICDI inh	Granule exo inh	Vif inh	PDI turbidity	TRPM1 prom inh	Peg3 prom inh	NR2E3 ag-1	aDG glyco act	NR2E3 ag-2	HIF-2a inh	iPSC survival up
O=C(O)CCCCCNCc1ccncc1	-7	18	14	-2	-2	14	-3	0.0	-13	13	-0.8
COc1ccc(S(=O)(=O)NCC(c2ccc(C)cc2)N2CCN(C)CC2)cc1OC (stereo unspecified)	-6	19	-1	-2	-8	-12	5	0.2	-17	-1	-0.2
COc1cccc(CN(C)C(=O)Cc2c[nH]c3ccccc23)c1OC	-4	-8	9	0	11	-2	-3	-0.1	-8	7	-0.5
Cc1ccc2nc(NC(=O)c3ccc(Cl)s3)sc2c1	0	-3	16	-5	-57	-411	0	0.1	-127	-266	-2.6
COc1ccc(C(CNC(=O)c2ccc(S(=O)(=O)Nc3ccc(F)cc3)cc2)N(C)C)cc1 (stereo unspecified)	-4	1	-3	-5	5	-14	0	0.1	-39	8	0.0
C=CCc1ccc(O)c(-c2ccc(O)c(CC=C)c2)c1	·	4	?	·	·	11	0	0.0	-24	19	-1.5
COc1cc(/C=C2/C(=N)N3OC(C)=CC3=NC2=O)ccc1OCCOc1ccc(C)cc1	-3	-2	3	-3	-13	-3	2	0.2	-2	7	1.6
c1ccc(C2=Nc3cccc4cccc(c34)N2)cc1	-17	14	5	-7	12	-1	3	-0.7	7	18	-2.3
COc1ccc(C(=O)Nc2ccc(-n3nncc3C(C)(C)C)cc2)cc1	-3	-2	0	-1	-8	-13	1	0.4	-1	-20	-0.2
Fc1ccc(-c2ccc(NCCN3CCOCC3)nn2)cc1	-2	4	8	-6	-28	-96	0	0.0	-53	-126	-0.1
